Source: PubChem
p-CIP stab down – p/CIP protein destabilization; Q05BA5; F442A p/CIP-EGFP cells, EGFP fluorescence, 16 h; decrease of EGFP signal, % at 10 µM; hit rate 0.01% among 290,000; AID 1984;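 active means EGFP signal decrease of at least 30% at 10 µM or well 3 SD below plate mean, unless failing retest; inactive means the rest, including hits failing retest or dose response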; further: some compounds called inactive have numbers as strong as hits; many of its hits are not listed in these tables
M18AAP inhibitor – PfM18AAP enzyme inhibition. recombinant PfM18AAP, H-Glu-NHMec fluorogenic cleavage. inhibition, % at 7.35 µM. hit rate 1.2% among 290,000. AID 1822;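 active means inhibition above the campaign mean inhibition over all tested compounds plus 3 SD, cut at about 28% in these data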;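 further: 0% = plate median of test compound wells and 100% = 2 mM ZnCl2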
NALP1 inh – NALP1 inhibition | S. cerevisiae NALP1/ASC/caspase-1 growth, X-gal OD620, 72 h | inhibition, % at 10 µM | hit rate 0.61% among 280,000 | AID 2071; in the data active means inhibition mostly above about 24%, no sharp cut-off; inactive means mostly below about 32%; further: some compounds called inactive have numbers as strong as hits
VIM-2 inh – blocks Pseudomonas aeruginosa VIM-2 metallo-beta-lactamase | hit rate 0.89% among 290,000 | inhibition, % at 5.6 µM | purified VIM-2, nitrocefin hydrolysis, epi-absorbance fluorescence;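 active means inhibition above the mean of all tested compounds plus 3 SD, cutoff set per screening run, cut at about 7.5% in these data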;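 further: red hydrolysis product quenches plate fluorescence so inhibitors raise well fluorescence; 0% = enzyme with DMSO and 100% = DMSO without enzyme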
GPR7 antagonist – human neuropeptides B/W receptor 1 antagonism; P48145; GPR7-expressing cells, fluorescence antagonist assay; inhibition, % at 4.4 µM; hit rate 1.1% among 290,000; in the data active means inhibition above about 16%, passing the limit was not always enough;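 further: cells stimulated with the agonist NPW; 0% = agonist with vehicle and 100% = vehicle without agonist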
Target sequence (P48145 whole entry, looked up): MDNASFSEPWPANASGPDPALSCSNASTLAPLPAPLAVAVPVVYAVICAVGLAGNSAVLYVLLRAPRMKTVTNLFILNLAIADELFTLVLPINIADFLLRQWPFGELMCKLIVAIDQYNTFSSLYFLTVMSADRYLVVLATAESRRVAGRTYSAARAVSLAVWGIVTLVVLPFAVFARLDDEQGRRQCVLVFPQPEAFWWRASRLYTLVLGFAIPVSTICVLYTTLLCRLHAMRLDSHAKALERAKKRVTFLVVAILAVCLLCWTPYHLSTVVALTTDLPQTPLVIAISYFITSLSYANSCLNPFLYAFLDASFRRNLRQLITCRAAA
PHOSPHO1 block – PHOSPHO1 (human) inhibition | recombinant PHOSPHO1, absorbance phosphatase assay | inhibition, % at 13.3 µM | hit rate 1.1% among 290,000 | AID 1565; in the data active means inhibition above about 60%
Target sequence (Q8TCT1 whole entry, looked up): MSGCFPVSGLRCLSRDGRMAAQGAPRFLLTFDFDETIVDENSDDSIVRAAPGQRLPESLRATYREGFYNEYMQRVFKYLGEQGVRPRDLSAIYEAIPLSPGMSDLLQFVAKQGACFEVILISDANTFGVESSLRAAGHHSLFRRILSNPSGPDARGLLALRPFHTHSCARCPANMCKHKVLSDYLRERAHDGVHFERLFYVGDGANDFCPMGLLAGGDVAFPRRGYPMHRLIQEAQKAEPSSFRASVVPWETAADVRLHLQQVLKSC
IDE cell activ – boosts human insulin-degrading enzyme activity in HEK cells | FAbeta-B cleavage, fluorescence polarization; 0% vehicle, 100% cell-free pure enzyme wells | activation, % at 5.96 µM | hit rate 0.073% among 340,000 | AID 493087;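 active means activation above the mean of all tested compounds plus 3 SD, set per screening campaign, cut at about 17% in these data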
IMP-1 inh – inhibitors of Pseudomonas aeruginosa IMP-1 metallo-beta-lactamase; purified IMP-1, nitrocefin hydrolysis, epi-absorbance fluorescence; inhibition, % at 5.6 µM; hit rate 0.45% among 290,000; AID 1556;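 active means inhibition above the mean plus 3 SD of all compounds in the same screening run, cut at about 4.5% in these data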;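 further: 0% = IMP-1 with DMSO and 100% = DMSO wells lacking enzyme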
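System: purified recombinant IMP-1 beta-lactamase. Medium: Zinc- and detergent-supplemented HEPES buffer, pH 7.1. Compound: one 5.6 µM dose […]. Schedule: 15 min preincubation plus 25 min reaction at 25 °C. Technique: Epi-absorbance fluorescence, 480 nm excitation, 530 nm emission.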
IDE cell inh – inhibitors of human insulin-degrading enzyme in cells; P14735; HEK cells, FAbetaB cleavage, fluorescence polarization; inhibition, % at 5.59 µM; hit rate 0.41% among 320,000;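 active means percent inhibition above the average of all tested compounds plus 3 SD, set per screening campaign, cut at about 16% in these data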;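 further: IDE supplied by intact live HEK cells; FP after avidin binding of uncleaved biotin substrate so inhibition keeps polarization high; 0% = DMSO wells and 100% = 60 µM reference IDE inhibitor Ii1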
Starred values were filed as active, the others as inactive; . = no result given.

item	p-CIP stab down	M18AAP inhibitor	NALP1 inh	VIM-2 inh	GPR7 antagonist	PHOSPHO1 block	IDE cell activ	IMP-1 inh	IDE cell inh	molecule
1	-20	-3	15	-2.6	-4	16	3	-2.4	5	Cc1cccc(C(=O)NC2CCN(CC(=O)Nc3ccc4c(c3)OCO4)CC2)c1
2	8	1	6	0.9	-2	-6	-4	0.0	2	CC1=C(C(=O)OCC2CCCO2)C(c2ccccc2Cl)NC(=O)N1 (stereo unspecified)
3	-16	4	13	3.1	23*	51	-1	0.4	.	COc1ccc(-c2nc(SCC(=O)NC3CCCCC3)n[nH]2)cc1
4	-3	-3	6	0.0	-4	8	5	0.6	6	CCCS(=O)(=O)N1CCCC(C(=O)NCc2ccco2)C1 (stereo unspecified)
5	-4	-12	-4	0.1	-7	-5	0	-2.9	6	CCOC(=O)CSc1nnc(CSc2nc3sc4c(c3c(=O)[nH]2)CCC4)n1C
6	-7	1	15	-2.0	-6	34	0	-1.5	0	C1CCN(C2CCN(c3nc4nonc4nc3N3CCSCC3)CC2)C1
7	-1	-2	-75	-0.8	-11	-13	3	1.7	4	COc1cc2c(cc1NCc1ccc3c(c1)OCO3)oc1ccccc12
8	-13	0	19	-1.6	-2	46	2	-1.7	-2	CC(C)CCN1CC(C(=O)NC(C)C)CC1=O (stereo unspecified)
9	-14	-5	.	-1.0	-9	42	4	-2.1	9	Cn1c(=O)oc2cc(S(=O)(=O)NCc3ccc(C(=O)O)cc3)ccc21
10	-3	-3	18	-2.6	-7	6	0	-1.4	3	O=C(Nc1nccs1)c1cc(S(=O)(=O)N2CCCCC2)ccc1Cl
11	-5	-15	23	-0.6	1	3	2	-1.7	5	Cc1ccc(-n2nc(C)c(/C=N/NC(=O)c3cccnc3)c2Cl)cc1
12	-4	4	16	1.2	4	.	0	1.8	1	CCOc1ccc(N(CC)S(=O)(=O)c2cccc3nsnc23)cc1
13	-6	5	6	-3.2	4	12	-1	-2.9	-2	CCn1c(=S)[nH]c2nc3c(cc2c1=O)CCCC3
14	-10	-2	-13	1.9	-14	23	4	-1.3	-4	O=C(O)C/C(=C\c1cc(Br)cs1)c1nc2ccccc2o1
15	2	0	-7	1.2	-11	11	2	-1.4	6	COc1ccccc1C(=O)COC(=O)c1ccc(N(C)C)cc1
16	-5	2	10	-1.1	4	12	9	-2.1	3	CC(C)(C)N1NC(=O)Nc2ccccc2C1=O
17	-11	-7	16	0.8	-10	-6	-3	0.0	1	Cc1noc(C)c1CSc1ncnc2sc3c(c12)CCCCC3
18	-5	-6	10	-3.8	-8	15	0	-5.7	4	CCN(CC)Cc1c(O)ccc2c(=O)c(-c3ccccc3)coc12
19	3	0	-1	-2.1	-1	-8	0	-3.1	2	CCn1c(SCc2cccc(C(F)(F)F)c2)nnc1-c1ccco1
20	0	-8	-10	-1.1	9	17	-6	-4.0	1	Cc1nc(Cl)sc1C(=O)O

Nos. 1 to 10, quoted:
item	p-CIP stab down	M18AAP inhibitor	NALP1 inh	VIM-2 inh	GPR7 antagonist	PHOSPHO1 block	IDE cell activ	IMP-1 inh	IDE cell inh	molecule
1	-20	-3	15	-2.6	-4	16	3	-2.4	5	Cc1cccc(C(=O)NC2CCN(CC(=O)Nc3ccc4c(c3)OCO4)CC2)c1
2	8	1	6	0.9	-2	-6	-4	0.0	2	CC1=C(C(=O)OCC2CCCO2)C(c2ccccc2Cl)NC(=O)N1 (stereo unspecified)
3	-16	4	13	3.1	23*	51	-1	0.4	.	COc1ccc(-c2nc(SCC(=O)NC3CCCCC3)n[nH]2)cc1
4	-3	-3	6	0.0	-4	8	5	0.6	6	CCCS(=O)(=O)N1CCCC(C(=O)NCc2ccco2)C1 (stereo unspecified)
5	-4	-12	-4	0.1	-7	-5	0	-2.9	6	CCOC(=O)CSc1nnc(CSc2nc3sc4c(c3c(=O)[nH]2)CCC4)n1C
6	-7	1	15	-2.0	-6	34	0	-1.5	0	C1CCN(C2CCN(c3nc4nonc4nc3N3CCSCC3)CC2)C1
7	-1	-2	-75	-0.8	-11	-13	3	1.7	4	COc1cc2c(cc1NCc1ccc3c(c1)OCO3)oc1ccccc12
8	-13	0	19	-1.6	-2	46	2	-1.7	-2	CC(C)CCN1CC(C(=O)NC(C)C)CC1=O (stereo unspecified)
9	-14	-5	.	-1.0	-9	42	4	-2.1	9	Cn1c(=O)oc2cc(S(=O)(=O)NCc3ccc(C(=O)O)cc3)ccc21
10	-3	-3	18	-2.6	-7	6	0	-1.4	3	O=C(Nc1nccs1)c1cc(S(=O)(=O)N2CCCCC2)ccc1Cl

Later entries
item	p-CIP stab down	M18AAP inhibitor	NALP1 inh	VIM-2 inh	GPR7 antagonist	PHOSPHO1 block	IDE cell activ	IMP-1 inh	IDE cell inh	molecule
21	-20	1	5	-3.4	-3	9	2	-5.2	-2	CCC(C)NC(=O)c1cc(-c2ccccc2O)on1 (stereo unspecified)
22	2	-12	9	1.2	-6	28	8	0.5	9	CC1(C)CC(=O)c2c(Cc3ccccc3)noc2C1
23	2	-2	18	-1.4	-2	-5	4	-2.7	1	Cc1ccc(NC(=O)CSCc2cc(=O)n3ccsc3n2)cc1
24	-19	-11	-6	-3.6	-5	24	-4	0.8	4	O=C(c1cc(COc2c(F)cccc2F)on1)N1CCC(c2ccccc2F)C1 (stereo unspecified)
25	-2	1	15	0.2	-4	16	1	-1.6	0	O=C(COC(=O)C1(c2ccc(Cl)cc2)CCCC1)Nc1ncc(C(F)(F)F)cc1Cl
26	-3	2	2	0.6	-4	29	3	-2.5	4	COc1cc(/C=N/Nc2ccccc2[N+](=O)[O-])ccc1OC(=O)c1ccccc1F
27	-9	-3	14	-2.1	-10	17	6	-3.9	2	CN(c1cccc(NS(=O)(=O)c2cccc([N+](=O)[O-])c2)c1)S(C)(=O)=O
28	-18	-1	1	-1.5	-1	32	0	-2.4	2	CCS(=O)(=O)N1CCC(C(=O)NCc2cccnc2)CC1
29	-9	4	12	1.2	-9	-23	-3	0.5	5	CCOC(=O)N1CC=C2C(C#N)=C(N)C(C#N)(C#N)[C@H](c3ccc(OCC)c(OCC)c3)[C@H]2C1
30	14	-4	3	0.2	2	-5	-1	-0.8	4	Cc1cccc(NC(=O)c2ccc(Cl)nc2)n1
31	-4	-8	1	1.0	0	4	-1	0.0	1	COc1cccc(OCCNC(=O)c2cc([N+](=O)[O-])cc([N+](=O)[O-])c2)c1
32	-9	-3	8	-2.5	-29	5	-1	-3.7	0	CC(C)(C)OC(=O)[C@H](Cc1ccccc1)NC(=O)c1nc[nH]c1C(=O)NC1CCN(C(=O)OC(C)(C)C)CC1
33	5	3	4	-1.7	13	2	3	-2.7	-2	Cc1cc(Oc2ccccc2)nc(SCC(N)=O)n1
34	-19	-3	8	-1.5	3	23	8	-2.4	-1	Cc1cc(NC(=O)Nc2cccc([N+](=O)[O-])c2)no1
35	-2	-9	0	-1.7	-18	29	9	-2.7	-3	O=c1sc2ccccc2c(N2CCOCC2)c1[N+](=O)[O-]
36	0	0	15	1.3	-3	2	0	-0.1	3	CC(=O)c1cccc(S(=O)(=O)N(Cc2cc3cc4c(cc3[nH]c2=O)OCCO4)CC2CCCO2)c1 (stereo unspecified)
37	-12	1	0	-0.5	-7	3	-1	-4.0	2	CC(C)OCCCNC(=S)N1CCC(C(=O)c2ccc(Cl)cc2)CC1
38	2	3	15	-1.5	3	-21	4	-2.2	3	CCCC(=O)N1c2ccccc2C(=C2SC(C(=O)OC)=C(C(=O)OC)S2)C(=S)C1(C)C
39	3	5	10	-4.0	-9	7	0	-2.5	1	O=C(O)c1cc(-c2cccnc2)nn1-c1ccccn1
40	-5	-1	22	-0.3	-3	13	7	-1.6	2	COC(=O)c1ccc2c(c1)N(Cc1ccccc1F)C(=O)c1ccccc1S2=O (stereo unspecified)

(listing goes on)
item	p-CIP stab down	M18AAP inhibitor	NALP1 inh	VIM-2 inh	GPR7 antagonist	PHOSPHO1 block	IDE cell activ	IMP-1 inh	IDE cell inh	molecule
41	7	6	14	0.5	-4	-8	0	-2.6	-4	CN(CCCNC(=O)CSc1cc(=O)n(C)c2ccc(Cl)cc12)Cc1ccccc1
42	-20	0	20	-2.7	-4	-7	5	-3.1	-2	Cc1nc2cc(NC(=O)CCS(=O)(=O)c3ccccc3)ccc2s1
43	-8	-3	1	-3.3	5	46	2	-2.8	0	CCc1ccc(N2CC(C(=O)NC3=NCCS3)CC2=O)cc1 (stereo unspecified)
44	0	1	19	-2.6	-4	3	0	-2.6	-3	COc1ccc(S(=O)(=O)Nc2cccc(S(=O)(=O)N3CCCCCC3)c2)cc1
45	8	43*	32	-4.5	5	4	2	-1.9	1	O=C(NNc1ccc([N+](=O)[O-])cc1)C1CC1c1ccccc1 (stereo unspecified)
46	4	-10	4	-0.1	-3	2	8	-1.1	-5	CC(=O)Nc1nc2cccc([N+](=O)[O-])c2s1
47	4	-21	6	-1.3	-4	39	-4	-1.7	3	Cc1cccc(OCc2nnc(SCC(=O)N(C(C)C)C(C)C)n2Cc2ccco2)c1C
48	9	-4	9	-0.8	5	25	-5	0.1	1	COc1ccccc1NS(=O)(=O)c1cc2c(cc1C)NC(=O)CO2
49	-9	-5	3	-2.0	-8	23	-2	-1.4	8	CCCOc1cc(C)nc(-c2ccccc2O)n1
50	-4	10	2	-2.5	-4	9	1	-4.3	2	Cc1cc(C=O)c(C)n1-c1ccc2c(c1)OCO2
51	.	-5	.	-2.4	7	.	.	-1.1	.	CCc1nnc2n1N=C(c1ccc(-c3ccc(Cl)cc3Cl)o1)CS2
52	-1	16	11	-0.9	3	9	7	0.4	3	CCOC(=O)c1sc(NC(=O)CSc2nnnn2-c2ccc(C)c(C)c2)nc1C
53	-8	0	11	-2.8	-11	14	6	-2.0	0	Cc1cc(C)n(CC(=O)N2CCCC(N3CCN(c4cccc(C(F)(F)F)c4)CC3)C2)n1 (stereo unspecified)
54	8	-3	2	-1.8	2	7	3	-4.4	7	CC(CNC(=O)C1CCCN(S(=O)(=O)N2CCOCC2)C1)c1ccccc1 (stereo unspecified)
55	-11	6	4	-2.2	-5	12	3	-3.3	1	CCCNC(=O)CSc1nnc(-c2ccco2)n1C
